TLR9-MyD88 inh: blocks human TLR9 binding to MyD88; Q9NR96+Q99836; CHO BLA complementation TLR9-MyD88, CCF4 FRET ratio; inhibition, % at 4.98 µM; 340,000 tested, 0.21% active; AID 504734;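 active = inhibition above the mean over all tested compounds plus 3 SD, cut at about 21% in these data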;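 also: 0% = DMSO only wells and 100% = clavulanate BLA inhibitor control wells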
NCOA3 inh: inhibitors of human steroid receptor coactivator 3 (SRC3). Q9Y6Q9. HEK293 GAL4-SRC3 luciferase reporter, luminescence. inhibition, % at 3.6 µM. 360,000 tested, 0.17% active;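 active = inhibition above a per-campaign cutoff, the mean of all compounds plus 3 SD, cut at about 60% in these data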;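 also: 0% = DMSO-treated cells and 100% = gossypol-treated cells at 36 µM; higher means less SRC3-driven luciferase light from the GAL4 reporter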
SRC1 inh: inhibits human SRC1 coactivator | Q15788 | HEK293 GAL4-SRC1 luciferase reporter, luminescence | inhibition, % at 3.6 µM | 360,000 tested, 0.12% active;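 active = inhibition above the campaign mean plus 3 SD, with each screening campaign given its own cutoff, cut at about 60% in these data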;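 also: 0% = DMSO treated cells and 100% = gossypol at 36 µM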
Granule exo inh: blocks lytic granule exocytosis | inhibition, % at 10 µM | 360,000 tested, 0.66% active | TALL-104 LAMP-1 surface exposure, flow cytometry; cells stimulated with thapsigargin and PMA;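 active = inhibition above about 55%, limit read from the data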
TWEAK-Fn14 inh: TWEAK-Fn14 signaling inhibition | TWEAK-stimulated Fn14 reporter cells, luciferase luminescence, 8 h | 360,000 tested, 2% active | inhibition, % at 10 µM | AID 1159606; in the data active = inhibition above about 50%
SRC2 inh: human SRC2 (NCOA2) inhibition; Q15596; HEK293 GAL4-SRC2 luciferase reporter, luminescence; inhibition, % at 9 µM; 370,000 tested, 0.17% active;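 active = inhibition above the mean inhibition of all tested compounds plus 3 SD, set per campaign, cut at about 52% in these data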;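 also: 0% = DMSO treated cells and 100% = cells given Gossypol at 36 µM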
ABHD5 PLIN5 PPI: ABHD5-PLIN5 protein interaction inhibition; inhibition, % at 4 µM; 360,000 tested, 0.78% active; Split G. princeps luciferase complementation, luminescence, 4 h; Q00G26+Q8WTS1;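 active = inhibition above the mean inhibition across every tested compound plus 3 SD, cut at about 22% in these data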;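 also: 0% = DMSO only wells and the 100% control is not disclosed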
NR2F2 inh: inhibitors of human COUP-TFII (NR2F2); AID 686940; 370,000 tested, 0.7% active; P24468; HEK293T NGFI-A luciferase reporter, luminescence; inhibition, % at 8.6 µM;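 active = inhibition above a per-plate cutoff, mean inhibition of test wells between control levels plus 3 SD, cut at about 38% in these data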;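 also: cells cotransfected with COUP-TFII expression vector driving the NGFI-A reporter; 0% = median of COUP-TF2 test wells and 100% = reporter-only cells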
Target sequence (P24468 whole entry, looked up): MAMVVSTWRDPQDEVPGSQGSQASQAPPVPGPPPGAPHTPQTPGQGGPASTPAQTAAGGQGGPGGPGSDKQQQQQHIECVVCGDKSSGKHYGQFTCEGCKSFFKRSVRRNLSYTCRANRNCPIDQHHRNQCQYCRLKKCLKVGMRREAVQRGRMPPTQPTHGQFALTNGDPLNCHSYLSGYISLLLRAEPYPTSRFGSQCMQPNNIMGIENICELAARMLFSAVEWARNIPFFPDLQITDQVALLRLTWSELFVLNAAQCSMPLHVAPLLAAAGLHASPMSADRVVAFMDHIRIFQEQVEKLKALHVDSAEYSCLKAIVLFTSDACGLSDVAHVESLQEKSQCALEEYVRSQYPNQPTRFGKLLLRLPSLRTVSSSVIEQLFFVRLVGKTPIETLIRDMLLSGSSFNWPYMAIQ
TROY NFkB inh: blocks TROY-dependent signaling in reporter cells | Q293 LMP1-TROYcd NF-kB luciferase reporter, 4 h | inhibition, % at 10 µM | 360,000 tested, 0.98% active;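 active = compounds whose plate-normalised and pattern-corrected inhibition of the luciferase reporter signal at the single screening dose is 50% or more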
NR5A2 inv ag: suppresses constitutive activity of human LRH-1 | O00482 | HEK293T StAR-luciferase reporter, LRH-1 transfected, 24 h | inhibition, % at 3.6 µM | 360,000 tested, 0.13% active;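 active = inhibition above the mean inhibition of all tested compounds plus 3 SD, cut at about 73% in these data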;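 also: 0% = DMSO wells and 100% = reporter-only cells lacking LRH-1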
Target sequence (O00482 whole entry, looked up): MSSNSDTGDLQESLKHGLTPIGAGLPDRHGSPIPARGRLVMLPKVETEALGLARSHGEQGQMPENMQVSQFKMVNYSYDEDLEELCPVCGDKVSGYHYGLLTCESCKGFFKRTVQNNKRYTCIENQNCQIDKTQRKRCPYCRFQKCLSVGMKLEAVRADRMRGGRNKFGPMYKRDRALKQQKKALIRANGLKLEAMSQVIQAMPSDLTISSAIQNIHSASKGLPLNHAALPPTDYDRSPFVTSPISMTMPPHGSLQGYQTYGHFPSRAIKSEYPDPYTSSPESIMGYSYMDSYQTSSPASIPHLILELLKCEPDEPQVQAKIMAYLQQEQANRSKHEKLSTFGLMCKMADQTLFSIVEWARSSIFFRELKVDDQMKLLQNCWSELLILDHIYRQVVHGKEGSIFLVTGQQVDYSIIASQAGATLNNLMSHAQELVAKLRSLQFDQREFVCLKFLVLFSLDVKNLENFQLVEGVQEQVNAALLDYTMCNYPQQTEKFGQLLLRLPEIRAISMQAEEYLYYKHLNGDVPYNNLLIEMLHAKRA
NOD2-RIPK2 inh: blocks binding of human NOD2 to RIPK2 | O43353 | CHO BLA complementation NOD2-RIPK2, CCF4 ratio | inhibition, % at 4.98 µM | 360,000 tested, 0.38% active | AID 624267; in the data active = inhibition above about 21%;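 also: 0% = vehicle only and 100% = reference blocker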
Active calls of the source: *; / = not tested or not shown.

Results follow in this order: TLR9-MyD88 inh	NCOA3 inh	SRC1 inh	Granule exo inh	TWEAK-Fn14 inh	SRC2 inh	ABHD5 PLIN5 PPI	NR2F2 inh	TROY NFkB inh	NR5A2 inv ag	NOD2-RIPK2 inh
#1 COC(=O)C1=CN(c2ccc(OC)cc2OC)C(N)=C(C#N)C1c1cccc([N+](=O)[O-])c1 (stereo unspecified)
    /	/	/	17	/	4	-8	-5	/	36	-4
#2 OCCCCCN=c1cc(-c2ccccc2)oc2ccc(Cl)cc12
    0	16	-11	-1	-89	-137	7	-24	-92	-102	-8
#3 O=C(CNC(=O)c1ccco1)N/N=C/c1cccs1
    8	4	-19	-1	-12	21	1	0	-20	0	-4
#4 Nc1nc(SCc2ccccn2)c2ncn(C3CCCC3)c2n1
    9	-34	-25	-4	8	-3	10	-5	-1	-33	4
#5 O=C(COc1ccc2ccccc2c1)NNC(=O)Cc1ccccc1
    -12	0	-21	6	15	8	-4	12	-5	-3	-1
#6 CCOC(=O)Cn1nc(-c2ccccc2)nc1-c1ccccc1
    -6	-1	-16	0	2	-18	-2	-10	-16	-23	-12
#7 CCOc1ccc(NC(=O)COc2ccc(C(=O)NCC3CCCO3)cc2OC)cc1 (stereo unspecified)
    -7	2	-8	3	0	-1	5	-8	-10	-14	-5
#8 Cc1cn2c(-c3ccc(Cl)cc3)nnc2s1
    -11	-6	-8	11	-25	-2	11	11	-1	-5	-40
#9 Cc1ccc(OCc2nnc(SC(C)C(=O)O)n2-c2ccccc2)cc1 (stereo unspecified)
    -4	-17	12	17	7	0	7	19	9	-2	-4
#10 COc1cc(NC(=O)C(C)C)ccc1NC(=O)c1ccco1
    0	-69	-84	0	7	-47	4	-38	-32	-114	1
#11 O=C(Nc1nnc(SCc2cccc3ccccc23)s1)C1COc2ccccc2O1 (stereo unspecified)
    0	26	-14	-8	1	-11	-6	10	26	1	-10
#12 C=C(C)CNC(=S)Nc1cccc2cnccc12
    -5	-6	10	-4	28	-8	6	1	21	-1	4
#13 CCN1CCN(Cc2ccc(NC(=O)c3ccc(C)c(NC(=O)c4nccn4C)c3)cc2C(F)(F)F)CC1
    -8	-3	6	4	-49	-2	4	1	-1	2	-4
#14 Cc1ccc(C)c(N(Cc2ccccc2F)S(C)(=O)=O)c1
    -1	2	-1	1	-30	-14	5	17	-32	13	-11
#15 Cc1cccc(C(=O)N2CCC(C)(C(=O)NS(=O)(=O)C3CC3)C2)c1C (stereo unspecified)
    /	2	8	-4	-4	-16	4	-10	-15	-10	-10
#16 CNC(=S)N/N=C/c1ccc2c(c1)OCCO2
    -2	-30	-39	-9	-9	-24	9	-14	-37	-29	-10
#17 C/C(=N/NC(=O)CSc1nc2ccccc2n1C)c1ccco1
    -3	17	-8	2	-1	13	3	13	-16	3	-2
#18 CC1(C)Cc2c(c(-c3ccccc3)[nH]c(=O)c2C#N)CO1
    4	2	6	-1	10	-3	-2	19	9	0	-1
#19 CCN1CCc2c(C#N)c(NCc3ccccc3)nc(N(CC)CC)c2C1
    3	-15	-4	1	-22	-6	-1	-2	10	1	1
#20 CCN(CC)C(=N)/C(C#N)=N/Nc1ccc(C)cc1
    7	-77	-86	-11	-1	-26	-2	-38	13	-102	-18
#21 CC(C)NC(=O)/C(C#N)=C/c1ccc2c(c1)OCCO2
    -4	-26	-40	-2	-46	-84	8	-22	-50	-14	-7
#22 CC(C)CC[C@@H](O)[C@](C)(O)C1CC[C@@]2(O)C3=CC(=O)[C@@H]4C[C@@H](O)[C@@H](O)C[C@]4(C)C3CC[C@]12C (stereo partly specified)
    -9	9	-16	9	-4	1	-6	20	3	-9	1
#23 CC(C)NS(=O)(=O)c1ccc(NC(=O)C(C)OC(=O)CCC(=O)c2cccs2)cc1 (stereo unspecified)
    3	2	-1	2	-1	1	4	8	7	14	-9
#24 CC(=O)N1CCN(c2ccccc2NC(=O)c2cc3ccccc3o2)CC1
    1	6	-27	-3	22	15	16	2	-35	50	1
#25 COc1ccccc1NC(=O)c1ccc(-c2nn(C)c(=O)c3ccccc23)cc1
    -2	16	3	-1	48	-14	8	-18	8	17	5
#26 CCOC(=O)N1CCN(C(=O)c2ccc(CNS(=O)(=O)c3ccc(OC)cc3)cc2)CC1
    6	24	3	-1	-4	23	3	-5	14	25	-18
#27 COCCCN(CC(=O)O)S(=O)(=O)c1ccccc1
    9	17	-4	11	6	-2	6	2	14	10	3
#28 Cc1ccc(-n2c(SCC(=O)NCc3ccco3)nc3sc4c(c3c2=O)CC(C)(C)SC4)cc1
    -6	9	-3	-1	-4	10	6	11	-2	46	-5
#29 O=C(COC(=O)c1cc([N+](=O)[O-])ccc1N1CCOCC1)NCc1ccc(F)cc1
    -2	3	-20	-1	-15	-27	3	12	-26	1	-2
#30 CSc1ccccc1C(=O)N1CCC(CCC(=O)NCc2ccc(F)cc2)CC1
    -1	-1	9	-2	-13	-20	-3	8	6	-6	6
#31 COc1ccc(C(=O)N/N=C(\C)Cn2nc([N+](=O)[O-])cc2C)cc1
    4	-9	-7	-10	22	-12	9	4	-14	-17	-1
#32 O=C(Nc1ccccc1Cc1ccccc1)c1oc2ccccc2c1COc1ccccc1
    0	28	-6	8	23	-26	9	8	-20	16	-7
#33 CC1CC(Nc2ccccc2)c2ccccc2N1C(=O)c1ccccc1F (stereo unspecified)
    -2	24	-1	-9	27	5	-4	13	15	10	-9
#34 CN(c1ccccc1)S(=O)(=O)c1cccc(NC(=O)c2ccc(=O)[nH]c2)c1
    -5	18	-13	-4	22	-13	7	4	16	3	-8
#35 O=CNc1ccc2c(c1)Cc1cccc(NC=O)c1-2
    4	-53	-4	4	17	-41	4	-21	-9	39	-5
#36 CCOC(=O)c1c(N)sc(C(O)(C(F)(F)F)C(F)(F)F)c1-c1ccccc1
    -6	17	-13	1	19	-4	0	1	6	9	-3
#37 O=C(CCNS(=O)(=O)c1cccs1)NC1CCN(Cc2ccccc2)CC1
    -14	19	0	0	17	16	-3	12	-12	3	-15
#38 Cc1ccc(C)c(NC(=O)COC(=O)c2cccc3c2C(=O)c2ccccc2C3=O)c1
    -15	18	-1	0	12	-5	-2	6	17	16	2
#39 CC(=O)Nc1cc2nc(C)n(Cc3ccc([N+](=O)[O-])cc3)c2nc1C
    -10	12	-25	-2	10	10	-6	14	2	11	6
#40 CCOc1ccc(-n2c(=O)c3sccc3n(Cc3cccc([N+](=O)[O-])c3)c2=O)cc1
    4	9	12	20	0	2	-2	19	2	16	7
#41 COc1ccc(C2=Nc3ccccc3N(C(=O)c3ccc(C)cc3)C2C(=O)Nc2c(C)cccc2C)cc1 (stereo unspecified)
    /	/	/	-11	/	-34	-5	-16	/	8	-2
#42 COC(=O)c1c(CCl)noc1C(=O)NC(C)C
    -2	7	-6	13	-5	7	4	-6	5	-1	10
#43 Cc1ccc(NS(=O)(=O)c2cccc(C(=O)NCCc3c[nH]c4ccccc34)c2)c(C)c1
    1	16	8	62*	37	13	3	3	36	8	-3
#44 CCCCNC(=O)[C@H](Cc1c[nH]c2ccccc12)NC(=O)c1ccccc1Cl
    0	7	-38	-1	28	15	0	12	11	-3	7
#45 Cc1ccc(CNC(=O)Cn2ccc3cc(S(=O)(=O)N4CCCC4)ccc32)o1
    -3	-15	7	0	-4	0	7	2	-4	6	1
#46 COc1ccc(NC(=O)CN(C)C(=O)CCNC(=O)c2ccccc2OC)cc1
    2	8	-5	-5	-5	-2	12	20	10	4	-2
#47 CCC(C)(C)n1nnnc1C(c1cc(OC)ccc1OC)N1CCC(C(N)=O)CC1 (stereo unspecified)
    -2	7	-7	0	-3	-4	-3	-3	-5	3	-11
#48 CCOC(=O)N1CCC(NC(=O)c2cnn3c2NC(c2ccco2)CC3C(F)(F)F)CC1 (stereo unspecified)
    -7	-2	-4	17	-1	-14	17	-1	22	8	-1
#49 CCCCOc1ccc(C(C)NC(=O)CCS(=O)(=O)Cc2ccccc2Cl)cc1 (stereo unspecified)
    -6	12	1	0	-23	19	-2	-5	21	2	-3
#50 CN(C)c1cc[n+](CC(=O)c2ccc(OC(F)F)cc2)cc1
    -8	2	-1	-1	-3	2	-3	-4	-1	-1	4
#51 Cc1csc(=Nc2ccccc2)n1CCO
    -9	19	-19	6	-8	-19	-5	-9	-13	13	-24
#52 O=C(Cn1cnc2c(nnn2-c2cccc(F)c2)c1=O)Nc1ccc2c(c1)OCCO2
    -6	-2	1	-11	-1	20	-3	16	9	0	4
#53 Cc1occc1-c1nc(-c2ccncc2)no1
    -15	-13	-18	-1	-28	-23	2	-30	-9	-28	-8
#54 CCCC(c1nnnn1CC1CCCO1)N1CCN(c2ccccc2)CC1 (stereo unspecified)
    3	-15	-17	3	16	-10	1	-6	-9	-8	3
#55 COCCCNC(=S)Nc1cc(C)c(C)cc1C
    -6	13	6	4	-4	14	-5	4	14	11	-8
#56 COc1ccc(NC(=O)NC2CCCCC2C)cc1 (stereo unspecified)
    1	-6	-16	0	-15	-43	-3	-16	-22	-18	-8
#57 Cc1cc(C)c(C)c(S(=O)(=O)N(C)CCc2ccccn2)c1C
    -10	11	6	-2	-7	-18	2	0	0	-21	1
#58 O=C(O)c1ccc(CSc2nnc(COc3ccccc3)o2)cc1
    -2	10	7	42	-22	2	2	7	1	7	2
#59 Cc1ccccc1Cn1cc(NC(=O)c2cc(C3CC3)on2)cn1
    6	-18	-16	-10	-10	-21	-7	1	-40	-41	-3
#60 CCC(OC(=O)C1=Cc2ccccc2OC1)C(=O)NCc1ccco1 (stereo unspecified)
    -4	9	5	-3	26	-10	-3	8	0	-2	-7

Next records.
Results follow in this order: TLR9-MyD88 inh	NCOA3 inh	SRC1 inh	Granule exo inh	TWEAK-Fn14 inh	SRC2 inh	ABHD5 PLIN5 PPI	NR2F2 inh	TROY NFkB inh	NR5A2 inv ag	NOD2-RIPK2 inh
#61 CCc1ccc(/C=C/c2c[nH]c3ccccc23)[n+](CC)c1
    -9	39	27	-5	21	16	-2	40*	12	53	-1
#62 O=C(NNC1CC(=O)N(c2ccc(Br)cc2)C1=O)c1ccccn1 (stereo unspecified)
    -4	-6	-21	0	-14	-34	1	-30	-55	-71	-11
#63 CC(C)Oc1ccc(/C=N/NC(=O)c2nnn(-c3nonc3N)c2CN(C)c2ccccc2)cc1
    -9	15	-4	11	-26	-2	-10	-19	31	-25	-2
#64 Cc1nc(C(=O)O)nn1-c1ccc([N+](=O)[O-])cc1
    6	3	-11	-1	-7	-1	3	12	-1	-16	5
#65 CC1CCC2(CC1)NC(=O)N(CC(=O)NC1(C#N)CCCCC1)C2=O (stereo unspecified)
    7	-17	-9	0	-15	-15	-4	4	3	16	-6
#66 CC1CC(C)CN(C(=O)COC(=O)C2CCN(S(=O)(=O)c3ccc4c(c3)OCCO4)CC2)C1 (stereo unspecified)
    -7	3	-1	5	4	5	8	-7	16	19	-11
#67 COCC(COS(N)(=O)=O)C(C)C (stereo unspecified)
    1	9	-7	-1	10	-13	-5	0	-10	-8	0
#68 O=C(NC(=S)Nc1ccc(NC(=O)c2ccco2)cc1)c1ccccc1
    1	11	-16	3	4	-15	6	6	-20	-6	-4
#69 O=C(NC1CC1)C(Cl)c1ccccc1 (stereo unspecified)
    3	-9	-1	-7	5	3	1	-16	5	24	-7
#70 CCN1CCN(CC(=O)N/N=C/c2cc(Br)cs2)CC1
    -4	1	-2	2	0	1	6	-13	-6	17	9

Only part of the results is shown (hit frequency here may not be typical).
